HPDE-C7 cytotoxicity = cytotoxicity in HPDE-C7 cells, cell-based, fluorescence, HTS (AID 430); HPDE-C7 pancreatic duct cells viability, fluorescence; higher % means a stronger effect; one-dose cytotoxicity, % at 10 µM; EC50 in µM for titrated hits; actives 1.8% (n = 63,000);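 also: cells exposed to compound for 48 hours before viability readout; 0% = vehicle and 100% = reference cytotoxic drug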
Alkaline phosphatase = inhibition of tissue-nonspecific alkaline phosphatase – biochemical, luminescent (AID 518); purified TNAP enzyme, luminescent substrate readout; higher % means a stronger effect; one-dose inhibition, % at 20 µM; IC50 in µM for titrated hits; actives 0.09% (n = 64,000); in the data active = a potency from the dose series; inactive = the rest, 99 in 100 with inhibition below about 22%;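 also: plate controls were vehicle for no effect and reference inhibitor for full effect; many of its hits are not listed in these tables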
LYP inhibition = inhibition of human PTPN22 tyrosine phosphatase – biochemical, DiFMUP fluorescence, recombinant catalytic domain, 10 µM, primary screen (AID 606) | recombinant LYP catalytic domain, DiFMUP fluorescence; higher % means a stronger effect | inhibition, % at 10 µM; hits with a dose series show IC50 in µM | 52,000 tested, under 10 active;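 active = IC50 under 40 µM in the dose-response test; inactive = IC50 of 40 µM or more, or never dose-tested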
Spn PMK inh = inhibitors of Streptococcus pneumoniae phosphomevalonate kinase | purified PMK, PK/LDH-coupled NADH absorbance 340 nm | actives 0.49% (n = 65,000) | inhibition, % at 10 µM;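 active = top-ranked compounds by inhibition in the single 10 µM screen, taking a fixed number of the strongest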;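 also: 0% = full reaction with DMSO carrier and 100% = background rate without enzyme reaction; no value below 0 was filed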
Spn DPM-DC inh = blocks S. pneumoniae diphosphomevalonate decarboxylase. purified DPM-DC, PK/LDH coupled NADH fluorescence. actives 0.49% (n = 65,000). calls only at 10 µM. AID 556;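 active = the 320 compounds with the highest percent inhibition in the single-dose primary screen, excluding strongly autofluorescent ones, cut at about 32% in these data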;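 also: kinetic rate of NADH fluorescence loss reporting ADP formed by the decarboxylase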
HT1080 viability = cytotoxicity in HT1080 fibrosarcoma cells, cell-based, fluorescence readout (AID 620); HT1080 viability, fluorescence; higher % means a stronger effect; cytotoxicity, % at 10 µM, or EC50 in µM where a hit was titrated; actives 0.42% (n = 87,000);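 also: cells exposed to compound overnight then 4 h with Alamar Blue; 0% = vehicle DMSO and 100% = killing control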
HPDE-C7K KRASV12 = viability loss of HPDE-C7K cells – cell-based, fluorescence, HTS, primary screen (AID 431) | HPDE-C7K KRASV12 cells, Alamar Blue viability, 48 h; higher % means a stronger effect | cytotoxicity, % at 10 µM; hits with a dose series show EC50 in µM | actives 1.7% (n = 63,000);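 active = compounds whose percent cytotoxicity in the single-dose primary screen, scaled between solvent and toxic-drug controls, exceeds 50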;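 also: 0% = DMSO solvent wells and 100% = doxorubicin-treated wells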
MK inhibit = inhibitors of Streptococcus pneumoniae mevalonate kinase; purified MK, PK/LDH-coupled NADH absorbance 340 nm; inhibition, % at 10 µM; actives 0.48% (n = 65,000); AID 555;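 active = ranked among the strongest by inhibition in the single 10 µM screen, a fixed top-ranked set picked for dose follow-up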; also: no value below 0 was filed
Bfl-1 inhibitors = Bfl-1 inhibitors, primary screen, biochemical, fluorescence polarization, FITC-Bid, mouse (AID 432) | FITC-Bid BH3 peptide fluorescence polarization displacement; higher % means a stronger effect | one-dose displacement, % at 20 µM; IC50 in µM for titrated hits | actives 0.02% (n = 64,000); in the data active = a potency from the dose series; inactive = the rest, 99 in 100 with displacement below about 15%; also: strong numbers were not always called active
Spn PMK inh pilot replicates = second read-out of Spn PMK inh, no call of its own (marks repeat the call); inhibition, %; measured here: pilot screen replicates
MK inhibit pilot replicates = recorded beside MK inhibit, whose call it bears; inhibition, %; measured here: pilot screen replicates
Spn DPM-DC inh pilot screen % = also measured in Spn DPM-DC inh; calls as there; inhibition, %; measured here: pilot screen trials
* marks the source's active call; other numbers are inactive results; i = inactive; . = not tested or not shown. Rule as the data show it, unless noted: active = cytotoxicity above about 50%; inactive = the rest.

SMILES	HPDE-C7 cytotoxicity	Alkaline phosphatase	LYP inhibition	Spn PMK inh	Spn DPM-DC inh	HT1080 viability	HPDE-C7K KRASV12	MK inhibit	Bfl-1 inhibitors	others
CCn1c(SCC(=O)Nc2oc(-c3ccccc3)c(-c3ccccc3)c2C#N)nnc1-c1ccco1	33%	6%	-3%	0	i	-2%	29%	0	7%
NC(=O)CSc1nnc(-c2ccncc2)n1-c1ccc(Cl)cc1	5%	13%	9%	15	i	4%	2%	9	-2%
CC1CN(c2nc3c(c(=O)n(Cc4ccc(Cl)c(Cl)c4)c(=O)n3C)n2C)CC(C)O1 (stereo not given)	26%	20%	16%	7	i	-17%	34%	7	-5%
c1ccc2c(SCc3cn4cccnc4n3)ncnc2c1	13%	7%	.	7	i	7%	16%	4	-2%	Spn PMK inh pilot replicates=0.5;MK inhibit pilot replicates=1.0;Spn DPM-DC inh pilot screen %=14
CSCCC1NC2(C(=O)Nc3c(C)cc(Cl)cc32)[C@@H]2C(=O)N(C3CCCC3)C(=O)[C@H]12 (stereo not given in full)	10%	17%	12%	12	i	31%	8%	7	-1%
O=C(CN1C(=O)CC(c2ccco2)Sc2ccccc21)NCc1ccc2c(c1)OCO2 (stereo not given)	1%	-1%	1%	6	i	-1%	0%	1	2%
C=CCn1c(COc2cccc3ccc(C)nc23)nnc1SCC(=O)O	-16%	4%	8%	6	i	4%	-18%	8	0%
Cc1cccc(CSc2nncc(=O)[nH]2)c1	1%	10%	11%	2	i	-6%	3%	4	-7%
CCCN1C(=O)c2cc(C(=O)NCCc3cccc(C)c3)ccc2C1O (stereo not given)	-25%	4%	-1%	1	i	-7%	-15%	4	0%
O=C(c1cc(-c2ccncc2)nc2ccc(Cl)cc12)N1CCN(C(=O)C2CCCO2)CC1 (stereo not given)	-11%	1%	7%	11	i	.	-18%	6	-4%
c1ccc(-c2ccc(-c3nc(-c4cccnc4)no3)cc2)cc1	-14%	6%	-6%	7	i	0%	-12%	4	-5%
CCOC(=O)Cn1c(CN2CCc3ccccc3C2)nc2c1c(=O)n(C)c(=O)n2C	3%	2%	-4%	10	i	-7%	-3%	9	-6%
CCOc1ccccc1NC(=O)NC1CC2CCCC(C1)N2Cc1nnnn1CCc1ccccc1 (stereo not given)	10%	-2%	.	0	i	-11%	3%	9	-4%
CC(C)C(=O)Nc1ccc(NC(=O)c2ccccn2)cn1	5%	6%	9%	2	i	.	6%	7	0%
Cc1c(N=Cc2ccc[nH]2)c(=O)n(-c2ccccc2)n1C	-2%	12%	3%	2	i	3%	-6%	3	-1%
CCOC(=O)N1CCN(Cc2nc(-c3ccc(OC)cc3)no2)CC1	.	.	7%	10	i	-13%	.	9	.
Cc1ccc(-n2ncc(C#N)c2/N=C/N2CCN(C)CC2)cc1	0%	1%	9%	0	i	3%	2%	9	-4%
CCC(=O)N1CCc2cc(S(=O)(=O)NCCC(=O)NC3CCCc4ccccc43)ccc21 (stereo not given)	.	1%	7%	18	i	-6%	.	6	-10%
Cc1ccc(C)c(S(=O)(=O)Nc2ccc(O)cc2)c1	6%	4%	-2%	7	i	-2%	12%	9	-2%
S=c1[nH]nc(Cc2c[nH]c3ccccc23)o1	-1%	6%	10%	0	i	-7%	1%	6	2%
CCOC(=O)c1cccc(NS(=O)(=O)c2cnc[nH]2)c1	10%	5%	.	11	i	0%	13%	16	-4%
COc1ccc(Nc2ccnc3ccccc23)cc1	-22%	4%	0%	14	i	15%	-15%	1	4%
COc1cc2c(cc1OC)-c1cc(NC3CCCCC3)nc(=O)n1CC2	13%	16%	3%	7	i	2%	17%	13	-1%
N#CC1=C2SCCN2C(=O)C(C#N)C12CCCCC2 (stereo not given)	-5%	13%	3%	5	i	-3%	6%	9	-14%
CCn1ncc(Cl)c1C(=O)Nc1ccncc1	-1%	11%	-5%	1	i	-6%	8%	0	-2%	Spn PMK inh pilot replicates=0.0;MK inhibit pilot replicates=0.0;Spn DPM-DC inh pilot screen %=0.0
COc1cccc(CNC(=O)CN(C)S(=O)(=O)c2cnc[nH]2)c1	-3%	9%	1%	14	i	0%	1%	0	-10%
CCn1c(SCc2ccc(C)cc2)nnc1-c1cnccn1	-5%	0%	-4%	13	i	4%	0%	9	1%
Cc1noc(C)c1CSc1nnc(-c2cc(Cl)ccc2Cl)n1N	-1%	3%	12%	0	i	1%	-2%	6	1%
N=c1ccn(Cc2cccc(Cl)c2)cc1	9%	9%	9%	0	i	8%	12%	5	0%
CC(C)Sc1nc(N2CCOCC2)c2c(c1C#N)CC(C)(C)SC2	-9%	12%	-13%	6	i	-21%	3%	15	-6%

Among those listed so far, these contain an aryl methoxy group:
SMILES	HPDE-C7 cytotoxicity	Alkaline phosphatase	LYP inhibition	Spn PMK inh	Spn DPM-DC inh	HT1080 viability	HPDE-C7K KRASV12	MK inhibit	Bfl-1 inhibitors	others
CCOC(=O)N1CCN(Cc2nc(-c3ccc(OC)cc3)no2)CC1	.	.	7%	10	i	-13%	.	9	.
COc1ccc(Nc2ccnc3ccccc23)cc1	-22%	4%	0%	14	i	15%	-15%	1	4%
COc1cc2c(cc1OC)-c1cc(NC3CCCCC3)nc(=O)n1CC2	13%	16%	3%	7	i	2%	17%	13	-1%
COc1cccc(CNC(=O)CN(C)S(=O)(=O)c2cnc[nH]2)c1	-3%	9%	1%	14	i	0%	1%	0	-10%

Returning to the listing, repeating the 2 entries before the break.
SMILES	HPDE-C7 cytotoxicity	Alkaline phosphatase	LYP inhibition	Spn PMK inh	Spn DPM-DC inh	HT1080 viability	HPDE-C7K KRASV12	MK inhibit	Bfl-1 inhibitors	others
N=c1ccn(Cc2cccc(Cl)c2)cc1	9%	9%	9%	0	i	8%	12%	5	0%
CC(C)Sc1nc(N2CCOCC2)c2c(c1C#N)CC(C)(C)SC2	-9%	12%	-13%	6	i	-21%	3%	15	-6%
COc1cccc(N2CCN(C3CC(=O)N(c4ccc(F)c(Cl)c4)C3=O)CC2)c1 (stereo not given)	-1%	8%	10%	3	i	2%	-1%	6	2%
O=C(CS(=O)CC(=O)N(CC(=O)NC1CCCC1)C1CCCC1)Nc1ccc(F)cc1 (stereo not given)	-1%	15%	14%	13	i	-3%	11%	2	-5%
NC(=O)NC(Cc1ccccc1)C(=O)NCC1(N2CCCCC2)CCCCC1 (stereo not given)	-8%	4%	.	19	i	11%	-9%	3	-7%
COc1ccc(CNC(=O)c2cccc(N3CCCC3=O)c2)cc1	-16%	3%	.	8	i	.	3%	0	-10%
Cc1ccc(N2CC(C(N)=O)CC2=O)cc1C (stereo not given)	0%	-3%	.	7	i	-2%	-3%	5	1%
O=C1c2ccccc2C(=O)N1CNc1ccccc1	3%	16%	1%	13	i	-5%	3%	4	-3%	Spn PMK inh pilot replicates=0.0;MK inhibit pilot replicates=0.0;Spn DPM-DC inh pilot screen %=0.0
CC(C)COC(=O)c1nnsc1NC(=O)Nc1ccccc1	-2%	13%	6%	14	i	-10%	5%	9	-8%
CNc1nn(-c2cccc(Cl)c2)nc1N	2%	8%	-3%	16	i	-2%	-1%	0	-9%
CC(=O)c1ccc2c(c1)Nc1ccccc1S2	1%	8%	3%	14	i	0%	0%	6	-1%
CN1CCN(c2ccc(NC(=O)Cc3ccccc3)cc2)CC1	-12%	5%	0%	7	i	-7%	-11%	10	0%
CN(c1cccc(NC(=O)c2ccccc2N(C)S(C)(=O)=O)c1)S(C)(=O)=O	-1%	14%	9%	0	i	4%	-3%	4	-4%
COc1ccc(C2CC(c3cccc(OC)c3)n3nc(N)nc3N2)cc1 (stereo not given)	-12%	4%	13%	7	i	4%	-6%	1	-10%
CC(=O)Nc1ccc(Nc2ncnc3c2cnn3-c2ccccc2)cc1	.	8%	.	18	i	21%	.	9	-3%
O=C(Nc1ccc(F)cc1F)c1ccco1	-12%	5%	0%	7	i	8%	-1%	8	-5%
Cc1nc(NCCCn2ccnc2)c2oc3ccccc3c2n1	-11%	2%	4%	22	i	-4%	-4%	3	-7%
COc1ccc(C2C3=C(CC(C)(C)CC3=O)N(CCN3CCOCC3)C3=C2C(=O)CC(C)(C)C3)cc1	-7%	0%	-4%	0	i	-2%	-8%	0	-6%
O=C(NC1CS(=O)(=O)CC1NCc1ccccc1)c1ccccc1 (stereo not given)	2%	8%	-4%	4	i	-14%	4%	6	-4%
Cc1ccc(-c2noc(CN3CCN(c4ccccc4F)CC3)n2)cc1	-13%	12%	1%	12	i	-7%	-2%	9	-5%	Spn PMK inh pilot replicates=3.0;MK inhibit pilot replicates=2.5;Spn DPM-DC inh pilot screen %=5.0
Cc1ccc(-c2ccc(OCC(=O)N3CCOCC3)cc2)cc1	-2%	7%	0%	0	i	0%	-4%	0	-2%
O=C(NCc1ccccc1)N1CCC(c2nc3ccccc3[nH]2)CC1	3%	4%	-4%	3	i	3%	-1%	0	1%
COc1ccc(CNC(=O)c2ccc(NS(=O)(=O)c3c(C)noc3C)cc2)cc1	-12%	5%	.	12	i	7%	0%	6	-3%
O=C1C(Cl)=C(N2CCN(Cc3ccccc3)CC2)C(=O)N1c1ccccc1	-8%	7%	.	14	i	-11%	10%	7	-2%
CCC(=O)N(c1ccc(F)cc1)C1C=CS(=O)(=O)C1 (stereo not given)	-9%	1%	13%	14	i	28%	-7%	7	3%
CN1C(=O)N(C)C2(c3ccccc3)N(C)C(=O)NC12c1ccccc1 (stereo not given)	-27%	-3%	2%	15	i	-16%	-19%	11	5%
Cc1ccc2cccc(OC(=O)c3ccc4c(c3)OCCO4)c2n1	53%*	4%	6%	11	i	-13%	54%*	14	-13%
CC(=O)Nc1cc2c(=O)n(Cc3ccccc3)c(C)nc2cc1N1CCOCC1	5%	12%	7%	18	i	-17%	4%	13	-5%
CCOCCCNC(=O)C1CCN(S(=O)(=O)CC)CC1	-10%	18%	7%	25*	i	-6%	3%	0	5%
CO/N=C(\C(=O)N[C@@H]1C(=O)N2C(C(=O)O)=C(COC(C)=O)CS[C@H]12)c1csc(N)n1 (stereo in doubt)	.	.	26%	0	i	3%	.	0	.
Cc1nc2ncnn2c(C)c1CCC(=O)Nc1ccc(S(=O)(=O)N2CCCCCC2)cc1	-2%	11%	-2%	8	i	8%	3%	1	1%
Cc1ccc2cc(CCNC(=O)C(C)C)c(=O)[nH]c2c1	4%	8%	6%	8	i	0%	-3%	6	-5%
CC1CC=C2C(C#N)=C(N)C(C#N)(C#N)C(c3cccs3)C2C1 (stereo not given)	.	9%	1%	23	i	5%	.	13	35%
COc1ccc(C)cc1NS(=O)(=O)c1ccc(NS(=O)(=O)c2ccc(NC(C)=O)cc2)cc1	-6%	11%	.	16	i	-10%	0%	4	-1%	Spn PMK inh pilot replicates=1.0;MK inhibit pilot replicates=0.5;Spn DPM-DC inh pilot screen %=3.0
Cc1ccnc2c1NC(=O)c1cccnc1N2C1CC1	0%	10%	.	0	i	22%	0%	1	6%

From PubChem

Rows are unselected; 3.4% or so of the library scored in one or more.
